Compound activity: PubChem, National Center for Advancing Translational Sciences (NCATS)
POLH inh: DNA polymerase eta (human) inhibition; Q9Y253; recombinant Pol eta, fluorescent DNA replication assay; Potency, µM (top dose mostly 114 µM), for the others: at the top dose activity change, negative = inhibition, hits mostly inhibitors; 1.2% of 390,000 active; active = well fitted inhibition curve with a large enough effect
Target sequence (Q9Y253 whole entry, looked up): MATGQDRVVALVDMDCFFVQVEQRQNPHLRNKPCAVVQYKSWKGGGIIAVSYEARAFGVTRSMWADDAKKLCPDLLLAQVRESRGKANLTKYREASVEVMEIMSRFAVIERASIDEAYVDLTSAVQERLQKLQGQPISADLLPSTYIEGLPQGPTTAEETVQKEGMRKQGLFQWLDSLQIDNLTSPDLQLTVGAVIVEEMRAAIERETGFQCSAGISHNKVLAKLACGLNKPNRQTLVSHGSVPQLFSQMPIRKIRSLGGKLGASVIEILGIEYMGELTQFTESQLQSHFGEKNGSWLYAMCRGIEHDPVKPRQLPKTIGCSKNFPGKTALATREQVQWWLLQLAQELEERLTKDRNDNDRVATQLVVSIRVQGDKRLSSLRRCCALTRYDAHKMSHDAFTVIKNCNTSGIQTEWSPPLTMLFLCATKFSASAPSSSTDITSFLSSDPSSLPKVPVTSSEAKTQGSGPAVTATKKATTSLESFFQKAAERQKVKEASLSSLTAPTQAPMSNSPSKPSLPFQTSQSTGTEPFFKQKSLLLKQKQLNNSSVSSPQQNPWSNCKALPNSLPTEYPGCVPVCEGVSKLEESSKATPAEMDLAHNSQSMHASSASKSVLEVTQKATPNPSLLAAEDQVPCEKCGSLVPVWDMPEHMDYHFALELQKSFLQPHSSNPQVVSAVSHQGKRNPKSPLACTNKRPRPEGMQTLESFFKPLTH
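Pol eta (10 nM) was preincubated with compounds for 15 min at room temperature, after which fluorescent replication substrate (50 nM final) was added to start the reaction. Fluorescence was read kinetically at 0 and 10 min.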
Numbers without * were called inactive. % is set by controls: 0 for no effect and ±100 for the full control effect; potency is the fitted concentration of half-maximal effect.

SMILES | POLH inh
C[C@H](CO)N1C[C@H](C)[C@H](CN(C)C(=O)Nc2cccc(Oc3ccccn3)c2)OCc2cnnn2CCCC1=O | -10%
Cc1ccc(S(=O)(=O)NNc2c3ccccc3nc3ccc(Cl)cc23)cc1 | -1%
Cc1cn([C@H]2C[C@H](O)[C@@H](CNCc3ccc(Oc4cc(-n5cccn5)ncn4)cc3)O2)c(=O)[nH]c1=O | -10%
C[C@H](CO)N1C[C@H](C)[C@H](CN(C)S(=O)(=O)c2ccc3ccccc3c2)OCc2cnnn2CCCC1=O | -6%
O=C(O)C1CC(Br)C(Br)CC1C(=O)O (stereo unspecified) | -16%
C[C@H]1CN([C@@H](C)CO)C(=O)CCCn2nncc2CO[C@H]1CN(C)C(=O)Nc1ccnc(N2CCOCC2)c1 | -18%
CC(C)(C)OC(=O)[C@H](Cc1ccccc1)NC(=O)c1[nH]cnc1C(=O)Nc1ccccc1F | -19%
COC(=O)C[C@@H]1C[C@H]2c3cc(N(C)C)ccc3O[C@H]2[C@H](CO)O1 | -7%
O=c1[nH]c(=S)n2c(c1-c1ccccc1)OC(CBr)C2 (stereo unspecified) | -21%
Cc1cccc(NC(=O)c2ncn3c2C(=O)N[C@@H](C)C3)c1 | -12%
COc1ccc([C@H]2C[C@@H](n3cc(C4CC4)nn3)[C@H](O)CN2Cc2cccs2)cc1 | -6%
COc1ccc2nc(C)cc(Nc3ccccc3OC)c2c1 | -4%
COc1cc2nn(-c3ccccc3N)nc2cc1OC | -6%
Cc1ccc(NC(=O)c2ccc3c(c2)CCN3S(C)(=O)=O)cc1 | -14%
COc1ccc(-c2ccc(CN3C(CC(C)C)C(=O)N(Cc4cn(CCC5OCCO5)nn4)CCS3(=O)=O)cc2)cc1OC (stereo unspecified) | 8%
O=C(COC(=O)c1ccccc1)NCC1COc2ccccc2O1 (stereo unspecified) | -10%
O[C@H]1C[C@H](c2ccc(Cl)cc2)N(Cc2cccs2)C[C@@H]1n1cc(-c2ccc(F)cc2)nn1 | -29%
O=C(C[C@H]1C[C@@H]2c3cc(NS(=O)(=O)c4ccccc4)ccc3O[C@@H]2[C@H](CO)O1)N1CCOCC1 | -14%
Cc1cnc(C(=O)OCC(=O)c2cc(C)n(CCc3ccc(F)cc3)c2C)cn1 | -1%
O=C(Cn1sc2ccccc2c1=O)Nc1ccc(Cl)cc1 | -19%
COc1ccc(S(=O)(=O)N(C)C[C@@H]2OCc3cnnn3CCCC(=O)N([C@@H](C)CO)C[C@@H]2C)cc1 | -20%
O=C(NCCO)/C(=C\c1cccc([N+](=O)[O-])c1)NC(=O)c1cccs1 | -14%
CCC(C)NC(=O)c1ccc(N2CC3CC(C2)c2cccc(=O)n2C3)c(NC(=O)c2c(F)cccc2F)c1 (stereo unspecified) | -5%
C[C@@H]1CN([C@@H](C)CO)S(=O)(=O)c2ccc(Br)cc2O[C@H]1CN(C)C(=O)Cc1cccnc1 | -15%
CC1(C)CC(=O)C(CC(=O)c2ccccc2)=C(NN=C(N)N)C1 | -14%
Cc1ccccc1NS(=O)(=O)c1ccc(S(=O)(=O)N2CCCC2)cc1 | 3%
CCc1cc(-c2nnn(CCC3COCCO3)c2CC)cc(CC)c1-c1cn(Cc2ccccc2)nn1 (stereo unspecified) | -3%
NC(=O)c1[nH]cnc1N=NN(CCO)Cc1ccccc1 | -12%
O=C1OCC/C1=C\NCCCN/C=C1\CCOC1=O | -5%
C[C@@H]1CN([C@@H](C)CO)C(=O)c2cc(Br)cnc2O[C@H]1CN(C)C(=O)CCN1CCCCC1 | -12%
Cc1ccc(-n2sc3cc(F)ccc3c2=O)c(C)c1 | -13%
O=C(CNC(=O)C12CC3CC(CC(C3)C1)C2)N1CCCC(C(F)(F)F)C1 (stereo unspecified) | -3%
C[C@@H]1CN([C@H](C)CO)C(=O)c2cc(Br)cnc2O[C@@H]1CN(C)Cc1ccc(F)cc1 | -3%
Cc1cn([C@H]2C[C@H](O)[C@@H](CNS(=O)(=O)N3CCCC3)O2)c(=O)[nH]c1=O | -6%
C[C@H]1CN([C@@H](C)CO)S(=O)(=O)c2ccc(C#Cc3ccccn3)cc2O[C@H]1CN(C)Cc1ccc(F)cc1 | -10%
COC(=O)C[C@H]1C[C@@H]2c3cc(NC(=O)NC4CCCC4)ccc3O[C@@H]2[C@@H](CO)O1 | -26%
N#CC1C(=O)Nc2cccnc21 (stereo unspecified) | 10%
Cc1ccc(C(=O)OCC(=O)NC2CCCCCCC2)cc1C | -23%
FC(F)(F)C(F)(F)C(F)(F)c1nc2nc(Cl)c(Cl)nc2[nH]1 | -10%
COCOCCn1cc(CN2CCS(=O)(=O)N(Cc3ccc(-c4cccc(CO)c4)cc3)C(C(C)C)C2=O)nn1 (stereo unspecified) | -5%

Three of the entries above in order of the POLH inh value, highest first.
SMILES | POLH inh
O=C1OCC/C1=C\NCCCN/C=C1\CCOC1=O | -5%
FC(F)(F)C(F)(F)C(F)(F)c1nc2nc(Cl)c(Cl)nc2[nH]1 | -10%
C[C@@H]1CN([C@@H](C)CO)S(=O)(=O)c2ccc(Br)cc2O[C@H]1CN(C)C(=O)Cc1cccnc1 | -15%

Retrieved by compound from the entries so far:
SMILES | POLH inh
C[C@H]1CN([C@@H](C)CO)S(=O)(=O)c2ccc(C#Cc3ccccn3)cc2O[C@H]1CN(C)Cc1ccc(F)cc1 | -10%
C[C@@H]1CN([C@H](C)CO)C(=O)c2cc(Br)cnc2O[C@@H]1CN(C)Cc1ccc(F)cc1 | -3%
Cc1ccc(-n2sc3cc(F)ccc3c2=O)c(C)c1 | -13%
O=C(NCCO)/C(=C\c1cccc([N+](=O)[O-])c1)NC(=O)c1cccs1 | -14%

Additional results
SMILES | POLH inh
CC1CC(=O)c2cc(-c3ccccc3)oc2C1 (stereo unspecified) | -1%
CN1OC[C@@H]2CN(C(=O)Cc3ccccc3)[C@H](c3ccccc3Br)C[C@@H]21 | 1%
Cc1ccc(S(=O)(=O)N2C[C@@H](C)[C@]3(C2)[C@H](O)[C@H](OC(=O)NC2CC2)C[C@H]2C(=O)N(c4ccccc4)C(=O)[C@H]23)cc1 | -19%
OCC1OC(n2ccc3c2ncn2ncnc32)C(O)C1O (stereo unspecified) | -7%
CCOc1ccc(NC(=O)CN(C)C(=O)CCCNC(=O)c2ccc(Cl)cc2)cc1OCC | -5%
C[C@H](CO)N1C[C@H](C)[C@H](CN(C)S(=O)(=O)c2ccc(Oc3ccccc3)nc2)OCc2cnnn2CCCC1=O | -10%
CCCCCCN1C[C@@H](O)[C@H](n2cc(-c3ccc(F)cc3)nn2)C[C@@H]1c1ccccc1 | -8%
Cc1c(NC(=O)COC(=O)c2cccc(F)c2)c(=O)n(-c2ccccc2)n1C | -6%
COc1cc([N+](=O)[O-])c(C)cc1NC(=O)c1ccc(OC)c(OC)c1 | 3%
COc1ccc(S(=O)(=O)N2CCCOC2CNC(=O)C(=O)NCCO)cc1 (stereo unspecified) | -12%
O=C(Nc1ccc(NC(=O)c2ccccc2)c2ccccc12)c1ccccc1 | 0%
Cc1csc(=O)n1CCC(=O)OCC(=O)N(C)c1c(N)n(Cc2ccccc2)c(=O)[nH]c1=O | -3%
COc1ccc(CCN2CC(C(=O)NCc3cccc(F)c3)CCC2=O)cc1 (stereo unspecified) | -14%
Cc1c(Cl)cccc1N=C1NC(=O)CS1 | 5%
C[C@@H]1CN([C@@H](C)CO)C(=O)CCCn2nncc2CO[C@H]1CN(C)Cc1ccc(C(F)(F)F)cc1 | -6%
CCCCCCNC(=O)O[C@H]1C[C@@H]2C(=O)N(c3ccccc3)C(=O)[C@@H]2[C@@H]2CN(S(=O)(=O)c3ccc(C)cc3)C[C@]12O | -16%
CSCc1ccc(C(=O)OCC(=O)NC2CCCC2)o1 | 5%
CN1OC[C@@H]2CN(C(=O)c3ccc(-c4ccccc4)cc3)[C@H](c3ccc(-c4cccc(F)c4)cc3)C[C@@H]21 | -11%
CCOc1ccc(NC(=O)CSc2nc3cc(C(=O)NCC4CCCO4)ccc3c(=O)n2CC2CCCO2)cc1 (stereo unspecified) | -12%
C[C@H](NC(=O)c1ccccc1)C(=O)OCC(=O)Nc1ccc(Cl)cn1 | -7%
Cc1ccc(NC(=O)CSC(C)C(=O)OCc2cc(=O)oc3cc(O)ccc23)cc1 (stereo unspecified) | -4%
CCCCCC(=O)N1C[C@H](O)[C@@H](n2cc(-c3ccc(F)cc3)nn2)C[C@@H]1c1ccc(C)cc1 | -7%
O=C(COc1ccccc1)Nc1c2c(nn1-c1ccc(F)cc1)CS(=O)C2 (stereo unspecified) | 7%
CSc1ncccc1C(=O)OC(C)C(=O)Nc1ccc2c(c1)OCCO2 (stereo unspecified) | -1%
C[C@H]1CN([C@@H](C)CO)C(=O)CCCn2nncc2CO[C@@H]1CN(C)S(=O)(=O)c1cccc(C#N)c1 | 7%
C(#CSCc1ccccc1)SCc1ccccc1 | -5%
O=C(Nc1ccccc1[N+](=O)[O-])OCC=Cc1ccccc1 | -24%
COc1c2c(c(OC)c3ccccc13)[C@@]1(OC2)O[C@H](CCO)C[C@H](O)[C@H]1O | -11%
CC(CO)NS(=O)(=O)c1cccc(Cl)c1F (stereo unspecified) | -22%
COc1ccc(C(=O)O)cc1S(=O)(=O)Nc1cc(C(F)(F)F)ccc1N1CCCCC1 | -9%
C[C@@H]1CN([C@@H](C)CO)C(=O)CCCn2cc(nn2)CO[C@H]1CN(C)S(=O)(=O)c1ccc(C#N)cc1 | -7%
O=[N+]([O-])c1ccc(Sc2ccncn2)c([N+](=O)[O-])c1 | 50µM*
COC(=O)[C@H](CC(C)C)NS(=O)(=O)c1ccc(F)cc1Br | -1%
O=C1NC(Cc2ccc(O)cc2)c2nc3ccc(Cl)cc3c(=O)n2-c2cc3ccccc3cc21 (stereo unspecified) | -18%
Cn1c(/N=C(\N)c2ccccc2)nc2ccccc21 | -13%
CCN(CC(=O)NC(C)(C)C)C(=O)c1cccc(S(=O)(=O)N2CC3(C)CC2CC(C)(C)C3)c1 (stereo unspecified) | -2%
CCOC(=O)c1cnn2c(SC)ncnc12 | 2%
COc1cc(/C=N/NC(=O)c2ccc3nc[nH]c3c2)cc(OC)c1OC(C)=O | 9%
C[C@H](CO)N1C[C@H](C)[C@H](CN(C)C(=O)Nc2ccccc2F)OCc2cnnn2CCCC1=O | -20%
COc1ccc(OC)c(N(CCN2C(=O)c3ccccc3C2=O)C(=O)CCl)c1 | -11%

Individual results from the list:
In POLH inh, CCCCCCNC(=O)O[C@H]1C[C@@H]2C(=O)N(c3ccccc3)C(=O)[C@@H]2[C@@H]2CN(S(=O)(=O)c3ccc(C)cc3)C[C@]12O is entered as -16%
In POLH inh, O=C(NCCO)/C(=C\c1cccc([N+](=O)[O-])c1)NC(=O)c1cccs1 is entered as -14%
In POLH inh, O=C(Nc1ccccc1[N+](=O)[O-])OCC=Cc1ccccc1 is entered as -24%
In POLH inh, COc1cc2nn(-c3ccccc3N)nc2cc1OC is entered as -6%
In POLH inh, Cc1cccc(NC(=O)c2ncn3c2C(=O)N[C@@H](C)C3)c1 is entered as -12%
In POLH inh, Cn1c(/N=C(\N)c2ccccc2)nc2ccccc21 is entered as -13%
In POLH inh, C[C@@H]1CN([C@@H](C)CO)C(=O)CCCn2nncc2CO[C@H]1CN(C)Cc1ccc(C(F)(F)F)cc1 is entered as -6%

An excerpt of these results, as labelled records.
COc1ccc(C(=O)O)cc1S(=O)(=O)Nc1cc(C(F)(F)F)ccc1N1CCCCC1
  POLH inh: -9%

C[C@@H]1CN([C@@H](C)CO)C(=O)CCCn2cc(nn2)CO[C@H]1CN(C)S(=O)(=O)c1ccc(C#N)cc1
  POLH inh: -7%

O=[N+]([O-])c1ccc(Sc2ccncn2)c([N+](=O)[O-])c1
  POLH inh: 50µM*

(more compounds)
SMILES | POLH inh
C[C@H](NC(=O)c1ncn2c1c(=O)[nH]c1ccccc12)c1ccccc1 | -7%
COc1ccc(CN2CCN(C(=O)c3ccccc3C(=O)c3ccccc3)CC2)cc1F | -10%
CC(C)[C@H](NC(=O)c1ccc(Cl)cc1)C(=O)Nc1cccc(S(=O)(=O)N2CCOCC2)c1 | -22%
CN1CCC(OC2c3ccccc3CCc3ccccc32)CC1 | -17%
COc1ccccc1N=NNc1ccccc1OC | -5%
CC1CCCN(CC(=O)Nc2ccc(S(=O)(=O)N3C(C)CCCC3C)cc2)C1 (stereo unspecified) | -20%
CC(=O)NCC1(c2ccccc2)CCN(CCCC(=O)c2ccc(F)cc2)CC1 | -18%
Cc1ccc(S(=O)(=O)Nc2ccc3c(c2)C(=O)N([C@H](C)CO)C[C@H](C)[C@H](CN(C)C(=O)Nc2cccc4ccccc24)OCCCC[C@@H](C)O3)cc1 | -7%
COC(=O)c1ccc(COC(=O)C2CCN(S(=O)(=O)c3c(C)cc(C)cc3C)CC2)o1 | -12%
O=C1c2cccc3cccc(c23)C(=O)N1CCO | -5%
CC1C(=O)N(Cc2cn(CC3CCCCC3)nn2)CCS(=O)(=O)N1Cc1ccc(-c2ccncc2)cc1 (stereo unspecified) | 0%
COc1ccc(C=C2SC(=S)N(CCCN3CCOCC3)C2=O)c(OC)c1 | -15%
O=C(c1ccc2c(c1)CCC2)N1CCN(Cc2ccccc2)CC1 | -5%
CC1CCCCN1CCNC(=O)c1ccc2c(c1)N(Cc1cccc(Cl)c1)C(=O)c1ccccc1S2(=O)=O (stereo unspecified) | -23%
Cc1cccc(NC(=O)c2cc([N+](=O)[O-])ccc2N2CCOCC2)c1C | -4%
Cc1cc(N(C)C)cc(C)c1N=Nc1cc[n+]([O-])cc1 | -17%
COc1ccc(N2CCN(C(=O)COC(=O)CC(NC(N)=O)c3ccc(Cl)cc3)CC2)cc1 (stereo unspecified) | -1%
O=C(CSc1nc2ccccc2c(=O)n1-c1ccc(F)cc1F)NC1CC1 | -6%
COC(=O)N(C)C[C@@H]1OCc2ccccc2-c2c(n(C)c3ccccc23)C(=O)N([C@H](C)CO)C[C@@H]1C | -1%
COC(=O)c1csc(C2OC(CO)C(O)C2O)n1 (stereo unspecified) | -15%
CC(C)=CC(=O)N1CCC(Oc2cccc(C(=O)NCc3ccccn3)c2)CC1 | 3%
Cc1ccc(N2C(=O)N(CC(=O)N3CCc4ccccc43)C(=O)C2C)cc1 (stereo unspecified) | -17%

Only part of the results is shown, so the mix of outcomes need not match the whole.
